Screening results (PubChem)
Rpn11 block = inhibitors of human proteasome Rpn11; human 26S proteasome, Ub4-pepOG fluorescence polarization; 20S core pre-blocked with epoxomicin; calls only at 20 µM; actives 0.59% (n = 360,000); AID 588493;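 active means inhibition at 20 µM, scaled to each plate's controls, above about 33%, limit read from the data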
STEP block = blocks human striatal-enriched tyrosine phosphatase | recombinant STEP, OMFP fluorogenic substrate, fluorescence | inhibition, % at 20 µM | actives 0.25% (n = 360,000) | AID 588621;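 active means inhibition at 20 µM, scaled per plate between control wells, above about 37%, limit read from the data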;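 further: 0% = DMSO with enzyme and substrate and 100% = substrate only without enzyme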
Target sequence (P54829 whole entry, looked up): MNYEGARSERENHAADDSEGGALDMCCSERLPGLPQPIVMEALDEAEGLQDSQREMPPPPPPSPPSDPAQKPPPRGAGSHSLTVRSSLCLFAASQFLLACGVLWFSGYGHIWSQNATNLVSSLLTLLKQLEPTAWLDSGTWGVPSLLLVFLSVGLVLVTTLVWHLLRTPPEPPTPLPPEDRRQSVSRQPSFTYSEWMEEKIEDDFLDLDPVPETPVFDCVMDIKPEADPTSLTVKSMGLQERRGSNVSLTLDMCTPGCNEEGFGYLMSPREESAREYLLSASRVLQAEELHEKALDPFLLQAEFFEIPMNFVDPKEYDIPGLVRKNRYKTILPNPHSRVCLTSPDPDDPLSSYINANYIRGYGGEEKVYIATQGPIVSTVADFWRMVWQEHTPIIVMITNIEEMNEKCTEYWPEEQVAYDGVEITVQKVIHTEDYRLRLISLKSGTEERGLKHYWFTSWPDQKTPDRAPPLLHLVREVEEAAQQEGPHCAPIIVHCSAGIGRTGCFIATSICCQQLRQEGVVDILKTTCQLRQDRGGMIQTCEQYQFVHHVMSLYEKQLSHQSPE
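System: isolated STEP enzyme; schedule: 20 min enzyme reaction at room temperature, protected from light; medium: Bis-Tris buffer pH 6.0, 2.5 mM DTT, 0.005% Tween 20; signal: fluorescence, 480/540 nm; dosing: single compound dose of 20 µM, 1% DMSO final; also added: OMFP substrate, 25 µM final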
NadD block = NadD (S. aureus) enzyme inhibition. purified NadD enzyme, colorimetric absorbance read-out. inhibition, % at 20 µM. actives 0.78% (n = 360,000). AID 602399; in the data active means inhibition above about 26%; further: some compounds past the cut are filed as inactive
Scp1 inh = inhibitors of human Scp-1 phosphatase | Recombinant Scp1, phosphopeptide, malachite green phosphate absorbance | inhibition, % at 20 µM | actives 0.88% (n = 340,000) | AID 493091;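 active means inhibition above about 50% at 20 µM, limit read from the data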;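 further: plate controls were DMSO wells with enzyme for no effect and wells lacking enzyme for full effect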
Target sequence (Q9GZU7 76-261 limits assumed): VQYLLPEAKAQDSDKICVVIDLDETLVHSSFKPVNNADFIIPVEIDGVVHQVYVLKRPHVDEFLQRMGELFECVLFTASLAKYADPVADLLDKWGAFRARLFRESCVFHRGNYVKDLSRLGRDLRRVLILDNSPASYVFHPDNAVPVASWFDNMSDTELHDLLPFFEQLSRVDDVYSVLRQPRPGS
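System: truncated SCP-1 phosphatase (76-261aa); medium: Tris acetate buffer pH 5.5 with MgCl2 and Tween-20; incubation: 45 min room-temperature reaction, 5 min colour, 30 min stabiliser; compound: single 20 µM dose, 1% DMSO; reagent: Phosphorylated 17-residue peptide substrate; read-out: % inhibition at 20 µM; technique: colorimetric free-phosphate detection, absorbance 630 nm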
LMPTP inh = LMPTP (human) inhibition. inhibition, % at 20 µM. recombinant LMPTP-A, OMFP fluorogenic substrate, fluorescence intensity. AID 651560. actives 0.22% (n = 360,000). P24666;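 active means compounds that cut the enzyme signal by at least half of the control window in the single-dose screen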;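 further: plate controls were DMSO wells with enzyme plus substrate for no effect and substrate without enzyme for full effect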
Target sequence (P24666 whole entry, looked up): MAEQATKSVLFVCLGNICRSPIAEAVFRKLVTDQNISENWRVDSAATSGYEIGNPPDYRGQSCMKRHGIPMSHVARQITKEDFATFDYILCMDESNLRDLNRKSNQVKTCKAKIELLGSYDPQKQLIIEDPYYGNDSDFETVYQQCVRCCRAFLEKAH
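test system = LMPTP-A | amount = 0.625 nM LMPTP-A final | reagent = fluorogenic phosphatase substrate OMFP at 400 µM final | incubation = 50 min at room temperature | benchmarks = no-enzyme low control, uninhibited high control | medium = Bis-Tris pH 6.0, DTT, detergent | signal = fluorescence intensity of OMFP turnover product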
DNMT1 block = DNMT1 (human) enzyme inhibition. inhibition (reported as % activation of signal), % at 10 µM. AID 588458. actives 0.83% (n = 360,000). DNMT1 molecular beacon, Hinp1I cleavage, fluorescence; in the data active means inhibition above about 50%
Rin1-Abl PPI inh = human Rin1-Abl interaction inhibition. P00519+Q13671. TR-FRET Rin1/Abl binding, biochemical. inhibition, % at 7.35 µM. actives 0.4% (n = 360,000); in the data active means inhibition above about 5%, passing the limit was not always enough
SUMO1-SIM PPI = modulators of human SUMO1-mediated protein-protein interactions; SUMO1 binding to a labelled peptide, TR-FRET, 1 h; inhibition, % at 20 µM; actives 0.33% (n = 360,000); in the data active means inhibition above about 37%
Target sequence (P63165 whole entry, looked up): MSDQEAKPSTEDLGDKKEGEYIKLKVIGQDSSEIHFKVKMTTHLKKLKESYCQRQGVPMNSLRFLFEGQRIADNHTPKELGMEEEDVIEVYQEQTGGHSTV
Neddyl block = cullin neddylation inhibition | actives 0.58% (n = 360,000) | AID 651699 | P61081+Q13564 | calls only at 25 µM | TR-FRET cullin neddylation, biochemical; in the data active means inhibition above about 36%
CSN deneddyl inh = CSN deneddylation inhibition; actives 0.38% (n = 360,000); Purified CSN, SCF-Nedd8-OG deneddylation, fluorescence polarization; inhibition, % at 12.5 µM;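 active means pattern-corrected inhibition above about 35%, with an unprinted fluorescence ratio check between 0.5 and 1.5, limit read from the data, passing the limit was not always enough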;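 further: 0% = enzyme with substrate and 100% = substrate without enzyme; some results filed as inactive read as strong as hits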
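Assay system: purified human Csn5 enzyme expressed in HEK293T cells; measure: % inhibition; also added: SCFSkp2-Nedd8OG substrate at 10 nM final; technique: fluorescence polarization; times: reaction 90 min, room temperature; medium: Tris buffer pH 7.5, NaCl, DTT, Tween-20, trehalose, ovalbumin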
Starred values were filed as active, the others as inactive; i = inactive; . = no result given; + = active, no number.

CSN deneddyl inh	STEP block	DNMT1 block	Neddyl block	Scp1 inh	Rpn11 block	NadD block	Rin1-Abl PPI inh	SUMO1-SIM PPI	LMPTP inh	Molecule
3	1	-5	i	.	i	-6	0	3	-1.7	COc1ccc(C#Cc2cccc(-c3nc(C(=O)N4CCN(C)CC4)cc4c3[C@H](CCO)N(S(=O)C(C)(C)C)C4)c2)cc1OC (stereo partly drawn)
0	-2	2	i	-3	i	3	-3	-1	-0.6	C=CCn1c(CNC(=O)c2cccs2)n[nH]c1=S
17	-2	1	i	.	i	-3	5	2	-1.4	CC(=O)Nc1cccc(-c2ccnc3c2CC(C)(C(=O)NCc2ccccc2)O3)c1 (stereo not drawn)
4	1	1	i	-1	i	-10	-6	2	-2.3	Cc1ccccc1NC(=S)NC(C)C(c1ccccc1)N1CCN(C)CC1 (stereo not drawn)
7	-1	3	i	8	i	1	-3	-14	2.9	CCOC(=O)CSc1nc2sc3c(c2c(=O)n1-c1ccc(C)cc1)CCN(C)C3
-3	-2	1	i	-3	i	1	-2	3	-1.3	COc1ccc(C(=O)NC2CC2)cc1OC1CCN(Cc2ccc(NC(C)=O)cc2)CC1
4	9	-7	i	-1	i	-2	-2	-3	1.6	Cc1sc(N)c(C(=O)c2ccccc2Cl)c1C
-4	-2	1	i	-2	i	4	-4	0	-1.4	Cc1ccc(S(=O)(=O)C(CNC(=O)C(C)C)c2cccs2)cc1 (stereo not drawn)
8	-1	1	i	4	i	-7	2	-19	-0.6	CC(=O)c1ccccc1NS(=O)(=O)c1cccc2nonc12
2	-2	-2	i	-4	i	1	-1	-3	1.2	C=CCNC(=O)COC(=O)c1oc2ccccc2c1CSC1CCCCC1
1	0	1	i	-14	i	-8	5	0	2.4	COc1cccc(Cn2cc(-c3cccc(C(F)(F)F)c3)nn2)c1
14	-2	1	i	-19	i	4	2	-2	-0.3	O=P(COCCOCCOCCOCP(=O)(c1ccccc1)c1ccccc1)(c1ccccc1)c1ccccc1
-7	-1	17	i	-13	i	9	1	-10	2.3	Cc1cccc2c1N(CCCOc1ccc(C(C)(C)C)cc1)C(=O)C2=O
0	-2	-3	i	6	i	1	3	-19	1.1	COc1cc(OC)c2c(c1)S(=O)(=O)C(c1ccccc1)=C2N
9	2	6	i	16	i	25*	3	5	3.6	Cc1ccc(NCc2nnc(SCC(=O)c3ccccc3)n2Cc2ccco2)c(C)c1
5	-1	-1	i	-3	i	-1	1	5	-0.8	COc1ccc(S(=O)(=O)NC(N)=NCCc2ccc(OC)c(OC)c2)cc1C
-4	0	-16	i	4	i	-11	-3	1	4.4	C/C=C/c1cc(OC)c2c(c1)[C@H](C)[C@@H](c1ccc(O)c(OC)c1)O2
6	-1	0	i	-2	i	-6	1	2	-2.7	Cc1cc(NC(=O)CCC(=O)N(CC(=O)NCC2CCCO2)c2ccccc2)no1 (stereo not drawn)
-6	0	0	i	-2	i	-1	-2	-1	1.6	COC(=O)c1ccc(NC(=O)N2CCC(O)(c3cccnc3)CC2)cc1
-5	-1	-2	i	-5	i	-4	-3	-16	0.1	COC(=O)CCc1c(C)c(C(=O)c2ccc(F)cc2)c2ccccn12
-1	-3	3	.	-3	i	-1	2	-3	-0.3	CCOc1c2ccc(C(=O)NC3CCCc4ccccc43)cc2nn1C (stereo not drawn)
1	-2	0	i	-2	i	6	2	0	-0.3	Cc1cc(C)c(NC(=O)C2CCCN2C(=O)NC2CCCCC2)c(C)c1 (stereo not drawn)
2	-3	-10	i	-2	i	4	-3	3	1.4	Cc1nc2ccc(NS(=O)(=O)c3c(C)c(C)cc(C)c3C)cc2s1
-1	-4	0	i	-4	i	-4	0	-2	-1.9	O=C(Cn1cc2c(n1)CCCCC2)N1CCc2ccccc2C1
-6	2	3	i	-5	i	0	-1	6	-1.1	CCOC(=O)CN1CC23C=CC(O2)C(C(=O)N2CCN(c4ccc(F)cc4)CC2)C3C1=O (stereo not drawn)
6	2	-10	i	.	i	10	0	-6	3.8	CN(C)c1ccc(CNc2nc3cc(-c4ccc(F)cc4)sc3c(=O)n2C)cc1
2	4	-8	i	-8	i	-1	0	4	-0.2	CCN1C(=O)[C@@H]2[C@@H](c3ccc(-c4ccc(F)cc4)c(OC)c3)N3CCC[C@@]3(C(=O)OC)[C@@H]2C1=O
1	0	-3	i	-8	i	-3	1	2	1.4	CCOc1ccc2c(c1)OC1(CCC(C)C1)CC2=O (stereo not drawn)
-1	-2	10	i	-8	i	-8	0	3	-0.5	CN(Cc1ccco1)S(=O)(=O)c1ccc2c(c1)CCN2C(=O)CCC(=O)O
5	2	-5	i	-1	i	-8	3	6	-1.9	CCCCN(C(=O)CSc1nn(-c2ccc(F)cc2)c(=S)s1)c1c(N)n(CCCC)c(=O)[nH]c1=O
0	2	-1	i	2	i	-7	-1	-3	0.0	COc1ccc(CNC(=O)c2csc(Cc3ccccc3)n2)cc1
0	3	1	i	9	i	-4	-1	3	-1.5	Cc1ccc(C(=O)C2CCN(S(=O)(=O)c3ccccc3C(=O)O)CC2)cc1
1	-3	1	i	-4	i	-5	-1	0	-1.6	CCC1OC(=O)C(C)C(OC2C[C@@](C)(OC)C(O)C(C)O2)C(C)C(O[C@@H]2OC(C)CC(N(C)C)C2O)[C@](C)(O)CC(C)C(=NOCOCCOC)C(C)C(O)[C@]1(C)O (stereo partly drawn)
2	-2	3	i	-3	i	0	3	-2	-2.1	O=C(OC(C(=O)NCC1CCCO1)c1ccccc1F)c1ccco1 (stereo not drawn)
-3	2	1	i	5	i	0	1	0	-0.1	COc1ccc(CCN2CC(C(=O)NCCN3CCCC3=O)CCC2=O)cc1 (stereo not drawn)
2	-2	-4	i	.	i	-3	-2	4	1.5	COc1cccc(C(C)(O)c2nc(-c3ccc(N(C)C)cc3)cs2)c1 (stereo not drawn)
0	-2	1	i	1	i	-3	-3	-5	0.1	COc1ccc(/C=N/NC(=O)C(=O)N2CCCCCC2)cc1O
-2	0	1	i	-8	i	2	4	3	-0.8	CN(C(=O)C1CCC(=O)N(Cc2cccc(F)c2)C1)C1CCCCC1 (stereo not drawn)
6	.	.	i	.	.	7	.	1	-0.9	CCOC(=O)[C@]12CCC=C1N(Cc1ccc3c(c1)OCO3)C(=O)[C@H](CC(=O)N1CCOCC1)C2
0	-2	2	i	0	i	6	2	3	-1.6	O=C(O)CCN(CCC(=O)O)S(=O)(=O)c1ccccc1
-2	1	-1	i	3	i	7	1	1	0.2	CCOC(=O)C1CCN(CC(C)(C)NS(=O)(=O)c2ccc(Cl)cc2)CC1
-8	-1	3	i	3	i	-2	2	7	-1.8	O=c1c2ccccc2nc2n1CCO2
-1	-2	1	i	6	i	5	-2	-1	0.4	COC(=O)COc1nc(C)c(Br)c(OC)n1
9	-5	12	i	4	i	-2	-1	-7	2.1	Cc1ccccc1C(=O)NNC(=O)c1cccc([N+](=O)[O-])c1
5	-3	2	i	-11	i	-1	-1	0	0.2	CCOc1ccc(-n2cnc3sc(C)c(C)c3c2=O)cc1
-8	-4	-1	i	1	i	-4	3	2	-1.6	O=C(C1CCN(C2CCN(Cc3ccc4c(c3)CCO4)CC2)CC1)N1CCOCC1
2	-1	2	i	2	i	12	-1	4	-0.1	Cc1cc(NS(=O)(=O)c2ccc(NC(=O)c3cc(-c4cccnc4)nc4ccc(Cl)cc34)cc2)no1
23	0	8	i	5	i	1	0	0	-1.2	Cc1cc(OC(=O)c2c(Cl)cccc2Cl)nc(C)n1
2	-2	-4	i	11	i	1	1	-4	2.3	COc1ccc(OC)c(-c2csc(N3CCC(c4ccccc4)CC3)n2)c1
-15	2	-3	i	-2	i	-2	2	6	1.3	CNC(=S)N(CCc1ccccc1)Cc1cc2cc(OC)c(OC)cc2[nH]c1=O
-9	-1	1	.	-4	i	5	2	-1	-2.5	CC(Oc1ccc(F)cc1)c1ccnc2nc(/N=C/N(C)C)nn12 (stereo not drawn)
4	1	-14	i	0	i	-2	-1	1	1.8	COc1cccc(-c2csc(N3CCN(Cc4ccccc4)CC3)n2)c1
6	-1	-1	i	-9	i	3	2	0	1.4	COc1cc(NC(=O)c2cccs2)ccc1NC(=O)Cc1ccccc1
0	-1	1	i	-4	i	0	2	4	-0.7	CC(C)Cn1c(=O)c2ccccc2n2c(CCC(=O)O)nnc12
9	3	10	i	62*	i	9	1	-7	-0.2	NC(=O)C(CC(=O)O)NC(=O)[C@@H]1CCCNc2c(I)cc([N+](=O)[O-])cc2C(=O)N[C@@H](CO)C(=O)N[C@@H](Cc2ccc(O)cc2)C(=O)N1 (stereo partly drawn)
0	-1	0	i	-2	i	2	4	-2	0.3	CCCc1cc(=O)[nH]c(SCC(=O)N2CCC(C)CC2)n1
-1	-2	2	i	-8	i	2	-1	-1	0.3	O=C(NC1CC(=O)N(c2ccc(Cl)cc2)C1)C1CC1 (stereo not drawn)
5	1	1	i	-16	i	3	2	0	2.8	CN(C)c1nc(N(C)C)nc(N(C#N)Cc2ccc(Cl)cc2)n1
4	4	-8	+	-9	i	2	-2	-4	0.4	COc1ccc2oc(C(=O)OCC(=O)N(C)CC(=O)Nc3ccc(C)cc3)c(C)c2c1
-2	1	-1	i	-3	i	-3	-1	0	1.9	COc1cccc(OC)c1C(=O)Nc1ccc2c(c1)Cc1ccccc1-2
4	3	-4	i	-8	i	-2	-1	-9	0.8	COc1ccc2[nH]cc(CCCN3C(=O)c4ccccc4C3=O)c2c1
-1	4	0	i	-13	i	4	0	-13	0.5	O=C(N/N=C/c1cc2c(cc1Cl)OCO2)c1ccc2c(c1)OCCO2

A different layout for 2 compounds above:
Compound | CSN deneddyl inh | STEP block | DNMT1 block | Neddyl block | Scp1 inh | Rpn11 block | NadD block | Rin1-Abl PPI inh | SUMO1-SIM PPI | LMPTP inh
COc1cccc(OC)c1C(=O)Nc1ccc2c(c1)Cc1ccccc1-2 | -2 | 1 | -1 | i | -3 | i | -3 | -1 | 0 | 1.9
COc1ccc2[nH]cc(CCCN3C(=O)c4ccccc4C3=O)c2c1 | 4 | 3 | -4 | i | -8 | i | -2 | -1 | -9 | 0.8

Whole records, quoted from the list:
O=C(NC1CC(=O)N(c2ccc(Cl)cc2)C1)C1CC1 (stereo not drawn) reads CSN deneddyl inh: -1; STEP block: -2; DNMT1 block: 2; Neddyl block: i; Scp1 inh: -8; Rpn11 block: i; NadD block: 2; Rin1-Abl PPI inh: -1; SUMO1-SIM PPI: -1; LMPTP inh: 0.3
Cc1cc(NS(=O)(=O)c2ccc(NC(=O)c3cc(-c4cccnc4)nc4ccc(Cl)cc34)cc2)no1 reads CSN deneddyl inh: 2; STEP block: -1; DNMT1 block: 2; Neddyl block: i; Scp1 inh: 2; Rpn11 block: i; NadD block: 12; Rin1-Abl PPI inh: -1; SUMO1-SIM PPI: 4; LMPTP inh: -0.1
